Compound activity from PubChem.
P. falciparum M17LAP: P. falciparum M17LAP inhibitors, primary screen, biochemical, fluorogenic H-Leu-NHMec substrate, 1536-well (AID 1619). one-dose inhibition, % at 30 µM; IC50 in µM for titrated hits. Leucine aminopeptidase (Plasmodium falciparum (isolate 3D7)). actives 0.38% (n = 220,000). recombinant M17LAP, H-Leu-NHMec fluorogenic kinetic assay; higher % means a stronger effect;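 active = compound inhibiting the enzyme by more than half at any dose during confirmatory dose-response retesting; inconclusive = strong single-dose inhibitors picked by rank but not retested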;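 also: plate controls were full reaction with DMSO carrier for no effect and no enzyme background for full effect; strong numbers were not always called active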
PMI inhibitors: inhibitors of human PMI, primary screen, biochemical, fluorescence intensity, coupled assay (AID 1209). Mannose-6-phosphate isomerase (Homo sapiens). purified PMI enzyme, coupled fluorescence intensity; higher % means a stronger effect. one-dose inhibition, % at 20 µM; IC50 in µM for titrated hits. actives 0.42% (n = 190,000);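 also: plate controls were DMSO vehicle for no effect and wells lacking substrate for full effect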
human PMI inhibitors: human PMI inhibitors, high substrate, primary screen, biochemical, fluorescence intensity, high mannose 6-phosphate (AID 1220); inhibition, % at 20 µM, or IC50 in µM where a hit was titrated; recombinant PMI enzyme, coupled fluorescence intensity; higher % means a stronger effect; actives 0.66% (n = 190,000); Mannose-6-phosphate isomerase (Homo sapiens)
TNAP activation fold: human TNAP enzyme activators, primary screen, biochemical, luminescent, no phosphate acceptor, uHTS (AID 1001); purified TNAP, luminescent activation assay, no phosphate acceptor; higher activation fold means a stronger effect; one-dose activation fold at 20 µM; EC50 in µM for titrated hits; Alkaline phosphatase, tissue-nonspecific isozyme (Homo sapiens); actives 0.03% (n = 200,000); in the data active = activation fold from about 3, or a potency from the dose series; inactive = the rest, 99 in 100 with activation fold below about 1.6; also: many of its hits are not listed in these tables
K1F lysis inhibition: inhibition of K1F phage lysis, E. coli UTI89, bacterial capsule biogenesis inhibitors, alamar blue (AID 488966) | E. coli UTI89 K1F phage lysis, alamar blue, 2 h; higher % means a stronger effect | actives 0.02% (n = 340,000) | one-dose inhibition, % at 100 µM; IC50 in µM for titrated hits;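 active = phage lysis inhibition, versus mean bacterial control, above a set limit; inconclusive = no clear call, values can overlap the other calls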;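 also: capsule biogenesis inhibitors block K1F phage lysis so surviving cells raise fluorescence; higher fluorescence means more inhibition of phage lysis; actives were called in the ten point dose series up to 300 µM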
T cell modulator: modulators of CD8 T cell-vesicle binding, primary screen, mouse 2C CD8+ T cells, flow cytometry; 2C CD8+ T cell-vesicle binding; stronger effect = lower value; actives 0.068% (n = 330,000); calls only at 7 µM;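 active = response, share of CD8 T cells binding vesicles, and their 90th percentile fluorescence all below set limits, cut at about 80% in these data, passing the limit was not always enough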
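Assay system: 2C TCR transgenic mouse naive CD8+ T cells, MACS-purified | Read-out: CD8+ gate FL2 mean fluorescence as % of same-row positive control | Signal: High-throughput flow cytometry with anti-B7-1 and anti-CD8 staining | Timing: Binding step 1.5 h, 37 °C, antibody labelling 20 min, ice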
RSV CPE inhibition: RSV antiviral activity via CPE protection, HEp-2 cells, primary 10 µM value included (AID 2391). HEp-2 cells, RSV-induced CPE inhibition; higher % means a stronger effect. CPE inhibition, % at 10 µM, or IC50 in µM where a hit was titrated. actives 0.13% (n = 310,000); in the data active = a potency from the dose series; inconclusive = CPE inhibition mostly from about 23% at the one dose, without a potency; inactive = the rest, 99 in 100 with CPE inhibition below about 21%; also: strong numbers were not always called active
P. falciparum M1AAP: P. falciparum M1AAP inhibitors, biochemical, fluorogenic H-Leu-NHMec substrate, 1536-well (AID 1445) | Aminopeptidase N (Plasmodium falciparum (isolate 3D7)) | recombinant M1AAP, H-Leu-NHMec fluorogenic kinetic assay; higher % means a stronger effect | inhibition, % at 30 µM; hits with a dose series show IC50 in µM | actives 0.42% (n = 220,000);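 active = primary inhibition above the hit cutoff, then over 50% inhibition at one or more dose response concentrations, cut at about 23% in these data, passing the limit was not always enough; inconclusive = conflicting primary data, or primary hits not chosen for dose response; inactive = low primary inhibition, or under 50% at every dose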;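 also: plate controls were DMSO full reaction for no effect and no enzyme background for full effect; strong numbers were not always called active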
West Nile virus CPE: West Nile virus antiviral activity, cell-based, CPE readout (AID 1621); actives 0.02% (n = 290,000); CPE inhibition, % at 10 µM; hits with a dose series show IC50 in µM; West Nile virus-infected cells, CPE inhibition; higher % means a stronger effect; in the data active = a potency from the dose series; inconclusive = CPE inhibition mostly from about 3.7% at the one dose, without a potency; inactive = the rest, 99 in 100 with CPE inhibition below about 2.2%; also: strong numbers were not always called active
T cell modulator vesicle-bound %: further read-out of T cell modulator, marked with its call; double positive events, %; measured here: CD8+ vesicle-bound cell fraction;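 binding gate set so that unloaded-vesicle control wells show 10% double positive cells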
The depositor's hits bear a star; i = inactive; ? = inconclusive; . = not tested or not shown; [ ] = another dose, or the depositor's remark. Rule as the data show it, unless noted: active = inhibition above about 50%; inactive = the rest. Compounds were not picked by outcome; about 1.5% have a hit in one of these screens.

SMILES | P. falciparum M17LAP | PMI inhibitors | human PMI inhibitors | TNAP activation fold | K1F lysis inhibition | T cell modulator | T cell modulator vesicle-bound % | RSV CPE inhibition | P. falciparum M1AAP | West Nile virus CPE
COc1cc(C(=O)N2CCN(Cc3ccc4c(c3)OCO4)CC2)cc(OC)c1OC | . | . | . | . | -2.5% | i | 45 | 0.0% | . | -0.9%
CC(CC(=O)O)CC(=O)Nc1cc([N+](=O)[O-])ccc1O (stereo not drawn) | 5% | -14% | 1% | 1 | -0.8% | i | 64 | 1.3% | -2% | 0.7%
COc1ccc(-c2csc3ncnc(Oc4cccc5ccc(C)nc45)c23)cc1 | -5% | 9% | 7% | 1 | 5.4% | i | 5 | 8.4% | -3% | 0.8%
O=C(Cc1ccccc1Cl)N1CCOCC1 | . | . | . | . | 0.8%[50 µM] | i | 3 | 0.8% | . | -0.4%
Cc1ccc2nc(C3CCN(CC(=O)Nc4ccc5c(c4)OCCO5)CC3)[nH]c2c1 | 45% | 2% | 1% | 1.2 | 6.4% | i | 22 | 2.2% | -12% | 0.5%
CCCS(=O)(=O)N1CCC(C(=O)NCCCOCC)CC1 | 2% | 16% | 10% | 1 | 0.1% | i | 34 | 2.6% | 9% | 0.1%
Cc1c(N2CCCC2)cc2c(c1NC(=O)c1ccccc1Cl)C(C)(C)CC2(C)C | -2% | . | . | . | 0.5% | i | 24 | ? | 3% | -1.1%
COC(=O)c1ccc(CSc2nnc(-c3ccncc3)o2)o1 | 22% | 2% | 33% | 0.9 | -0.5% | i | 67 | 3.6% | 5% | 0.1%
CCN1CCN(C(=O)CN2C(=O)COc3ccc(S(=O)(=O)N4CCOCC4)cc32)CC1 | . | . | . | . | -0.2% | i | 12 | 1.1% | . | -0.1%
COc1ccc(-c2nc(C)c(C(C)=O)n2O)cc1[N+](=O)[O-] | 40% | -3% | 2% | 1.1 | 0.2% | i | 10 | 0.8% | 15% | -0.8%
C/C=C/C(=O)OCC(=O)Nc1cccc(Br)c1 | 13% | -9% | -8% | 1.1 | 0.4% | i | 41 | -1.2% | -2% | -0.3%
COc1ccc(-c2nc3ccc(C(=O)NCC(OC)OC)cc3nc2-c2ccc(OC)c(OC)c2)cc1OC | . | . | . | . | 0.0% | i | 8 | 0.2% | . | 2.4%
COc1ccc(-c2nc3ncnn3cc2C)cc1F | -9% | -6% | -2% | 1 | 0.2% | i | 28 | -0.3% | -5% | 0.5%
CCOc1ccc(CC(=O)N2CCN(c3ccc(N4CCOCC4)nn3)CC2)cc1OCC | -54% | 6% | 6% | 1.1 | 0.4% | i | 40 | 1.3% | 4% | .
CC1(C)CC2CC(C)(CN2C(=O)COC(=O)CNC(=O)c2ccc(Cl)c(Cl)c2)C1 (stereo not drawn) | 23% | 12% | 3% | 1.5 | -1.3%[50 µM] | i | 7 | 1.2% | 1% | 1.2%
Cc1ccc(NC(=S)N(CCN(C)C)C(C)c2ccco2)cc1C (stereo not drawn) | 11% | 5% | -3% | 1.1 | 3.8% | i | 36 | 7.3% | 2% | 0.0%
OC(CN1CCN(c2ncc(C(F)(F)F)cc2Cl)CC1)c1ccccc1 (stereo not drawn) | . | . | . | . | -0.1% | i | 20 | 16% | . | -1.2%
CCOc1ccc(NS(=O)(=O)c2ccc(NC(=O)C3CCCO3)cc2)cc1 (stereo not drawn) | 3% | 10% | 9% | 1.1 | -0.3% | i | 14 | 8.5% | 7% | -0.3%
O=C(CSc1nnc(CNC(=O)c2c(F)cccc2Cl)o1)NCCc1ccccc1 | . | . | . | . | 0.1% | i | 26 | 3.2% | . | -0.2%
Cc1cccc(NC(=O)CO/N=C/c2ccc3c(c2)OCO3)c1 | 10% | 15% | 7% | 1.1 | 10% | i | 33 | 1.9% | 3% | -0.7%
Cc1cccc2cc(CN(Cc3cccnc3)C(=O)c3ccccc3F)c(Cl)nc12 | -4% | 8% | 9% | 1 | 3.4% | i | 10 | -0.3% | 6% | -0.4%
CCn1c(SCC(=O)Nc2ccc(NC(=O)c3cccs3)cc2)nnc1-c1cccnc1 | -1% | -1% | -2% | 1.1 | 4.2% | i | 20 | 1.1% | 7% | 0.2%
CCN(CC)C(=O)C(Sc1nnnn1-c1ccc(O)cc1)c1ccccc1 (stereo not drawn) | . | . | . | . | -0.3% | i | 31 | 1.6% | . | -0.4%
COc1ccc(CCNC(=O)CCOc2cc(C)ccc2C)cc1OC | . | . | . | . | -0.1% | i | 8 | 0.5% | . | -1.3%
COc1ccc(NC(=O)COc2ccc(/C=N/n3c(C)nnc3C)cc2OC)cc1 | -1% | -2% | -4% | 1.1 | 0.2% | i | 45 | 0.1% | 1% | 0.2%
O=C(CSc1nnc(-c2ccco2)n1Cc1ccccc1)c1ccc(F)cc1 | 7% | -4% | -3% | 1 | 4.7% | . | . | 0.0% | 3% | 0.1%
Cc1cccc(C(=O)NNC(=O)c2ccccc2)c1 | -16% | 8% | 4% | 1.1 | 1.4% | i | 28 | 0.0% | -2% | -0.3%
Cc1cc(C)nc(SCC(=O)Nc2ccccc2[N+](=O)[O-])n1 | 24% | -3% | -4% | 1.1 | 2.4% | i | 11 | 4.7% | -2% | -0.2%
Cc1ccc(S(=O)(=O)NN/C(=N/S(=O)(=O)c2ccccc2)c2ccccc2)cc1 | 50% | -22% | -14% | 1.4 | -0.1% | i | 46 | 1.6% | 22% | 0.0%
CCN(CC)S(=O)(=O)c1cc(NS(=O)(=O)c2cc(Cl)ccc2Cl)ccc1C | 8% | 5% | 8% | 1.1 | 0.2% | i | 4 | 0.8% | 13% | -0.9%
COc1cccc(NC(=O)C(C)NS(=O)(=O)c2ccc(Br)cc2)c1 (stereo not drawn) | . | . | . | . | -0.2% | i | 74 | 0.5% | . | -0.5%
CCOc1nc(SCCOc2ccc(C)cc2)nc(N(C)C)n1 | -8% | 4% | 3% | 1.1 | 0.0% | i | 33 | 6.0% | -7% | ?
COC(=O)CCCn1nc(NC(=O)c2ccco2)cc1C | . | . | . | . | 0.2% | i | 62 | 4.0% | . | -0.5%
Cc1nc(SCC(=O)OCc2ccccc2)c2c(=O)n(C)c(=O)n(C)c2n1 | -4% | -2% | -4% | 0.9 | 0.8% | i | 57 | 1.0% | -3% | 0.0%
O=C(Nc1cc(F)ccc1F)N1CCN(c2ccnc3cc(Cl)ccc23)CC1 | . | . | . | . | -0.6% | i | 33 | 6.6% | . | ?
CC(=O)Nc1nonc1-c1nc2ccccc2n1Cc1nnc(C)o1 | 2% | -6% | -2% | 1 | 0.6% | i | 34 | 3.0% | 2% | -0.8%
O=C(C(=O)N1CCc2ccccc2C1)c1c[nH]c2ccccc12 | 4% | 4% | 3% | 0.4 | 0.1% | i | 31 | 4.3% | -3% | -0.4%
COc1ccccc1C(=O)N1CCN(Cc2cn[nH]c2-c2ccc(F)cc2F)CC1 | 4% | 0% | -3% | 0.1 | 3.1% | i | 61 | 2.0% | 4% | 0.1%
CC(C)C(NC(=O)c1c(F)cccc1F)C(=O)NCCc1ccc(S(N)(=O)=O)cc1 (stereo not drawn) | . | . | . | . | 0.3% | i | 18 | 2.1% | . | -0.1%
CN(C)c1ccc(-c2nnc(-c3ccccc3F)o2)cc1 | . | . | . | . | 0.4% | i | 43 | 3.9% | . | -1.3%
COCCCNC(=O)Cn1nc(-c2ccc(C)cc2)ccc1=O | 5% | -7% | -4% | 1 | 0.4% | i | 45 | 1.5% | -1% | 0.1%
COc1ccccc1-n1ccnc1SCC(=O)NC(C)(C)C | -11% | 2% | 2% | 1.1 | 0.0% | i | 38 | -0.7% | 3% | -0.7%
Cc1cnc(NC(=O)Nc2ccc(OCc3ccccc3)cc2)c(Br)c1 | . | . | . | . | 0.0% | i | 27 | 3.2% | . | -1.6%
CSc1nc(N(C)C)nc(N(C)C#N)n1 | -2% | -1% | 1% | 1 | -0.1% | i | 37 | -0.3% | 11% | 0.1%
CN(C)c1ccc(CN(C(=O)/C=C/c2ccccc2Cl)C2CCS(=O)(=O)C2)cc1 (stereo not drawn) | 10% | . | . | . | . | i | 7 | 8.6% | 6% | -1.3%
C#CCOCCOCCOCCNc1nc(N2CCN(C(=O)[C@H](Cc3ccc(O)cc3)n3cc([C@@H](N)C(C)CC)nn3)CC2)nc(N2CCN(C(=O)[C@H](Cc3cc4ccccc4[nH]3)n3cc([C@@H](N)C(C)CC)nn3)CC2)n1 (stereo partly drawn) | -3% | -38% | -44% | 1.5 | -1.1% | i | 52 | -0.6% | 2% | -0.4%
Cn1nnnc1SCC(=O)N1CCc2ccccc21 | 10% | . | . | . | 0.1% | i | 52 | 2.0% | 1% | 0.2%
COCC(=O)N(Cc1cc2cc(C)ccc2[nH]c1=O)c1ccc(C)c(C)c1 | . | . | . | . | 0.2% | i | 62 | 2.9% | . | -0.8%
Cc1cc(C)cc(C(=O)NCC(=O)N2CCN(c3cccc(Cl)c3)CC2)c1 | . | . | . | . | 0.1% | i | 18 | 4.2% | . | -0.9%
Cc1cc(C)nc(-n2nc(C)cc2NC(=O)c2ccc(F)cc2F)n1 | 0% | -4% | -4% | 1.1 | -1.3% | i | 14 | -1.0% | 7% | -0.9%
OC(CCCCN1CCCCC1)c1ccccc1 (stereo not drawn) | -3% | -7% | -6% | 1.1 | 7.3% | i | 7 | 0.3% | 3% | .
Cc1csc(Sc2ccc(S(=O)(=O)N3CCCC3)cn2)n1 | 1% | 5% | 4% | 1 | 0.0% | i | 30 | 1.8% | 1% | 0.1%
O=C(C1CCCN1S(=O)(=O)c1cccc2cccnc12)N1CCc2ccccc2C1 (stereo not drawn) | 2% | 2% | 13% | 1.1 | 3.4% | i | 41 | 5.2% | -1% | -0.2%

Reprinted at random: 2 entries already listed, in no set order.
SMILES | P. falciparum M17LAP | PMI inhibitors | human PMI inhibitors | TNAP activation fold | K1F lysis inhibition | T cell modulator | T cell modulator vesicle-bound % | RSV CPE inhibition | P. falciparum M1AAP | West Nile virus CPE
Cc1cc(C)nc(-n2nc(C)cc2NC(=O)c2ccc(F)cc2F)n1 | 0% | -4% | -4% | 1.1 | -1.3% | i | 14 | -1.0% | 7% | -0.9%
O=C(C1CCCN1S(=O)(=O)c1cccc2cccnc12)N1CCc2ccccc2C1 (stereo not drawn) | 2% | 2% | 13% | 1.1 | 3.4% | i | 41 | 5.2% | -1% | -0.2%
